Screening data as filed in PubChem.
LYP inhibition: inhibitors of LYP phosphatase, biochemical, fluorescence intensity, uHTS (AID 1779) | Tyrosine-protein phosphatase non-receptor type 22 (Homo sapiens) | recombinant LYP phosphatase, fluorescence intensity; higher % means a stronger effect | inhibition, % at 11.5 µM, or IC50 in µM where a hit was titrated | 0.054% of 290,000 active;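 note: plate controls were vehicle with enzyme for no effect and no enzyme for full effect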
WT yeast gro inh: growth inhibition of WT strain, primary screen, mitochondrial fusion inhibitor project, WT and mutant strains, chemical genetic | 2.1% of 190,000 active | mitochondrial fusion phenotypic screen | inhibition, % at 10 µM; in the data active = inhibition above about 58%; tested in S. cerevisiae
TNAP activators: human TNAP enzyme activators, primary screen, biochemical, luminescent, no phosphate acceptor, uHTS (AID 1001); Alkaline phosphatase, tissue-nonspecific isozyme (Homo sapiens); purified TNAP, luminescent activation assay, no phosphate acceptor; higher activation fold means a stronger effect; one-dose activation fold at 20 µM; EC50 in µM for titrated hits; 0.03% of 200,000 active; in the data active = activation fold from about 3, or a potency from the dose series; inactive = the rest, 99 in 100 with activation fold below about 1.6; note: many of its hits are not listed in these tables
P. falciparum M1AAP: P. falciparum M1AAP inhibitors, biochemical, fluorogenic H-Leu-NHMec substrate, 1536-well (AID 1445); Aminopeptidase N (Plasmodium falciparum (isolate 3D7)); one-dose inhibition, % at 30 µM; IC50 in µM for titrated hits; recombinant M1AAP, H-Leu-NHMec fluorogenic kinetic assay; higher % means a stronger effect; 0.42% of 220,000 active;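 active = primary inhibition above the hit cutoff, then over 50% inhibition at one or more dose response concentrations, cut at about 23% in these data, passing the limit was not always enough; inconclusive = conflicting primary data, or primary hits not chosen for dose response; inactive = low primary inhibition, or under 50% at every dose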;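 note: plate controls were DMSO full reaction for no effect and no enzyme background for full effect; strong numbers were not always called active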
PMI inhibition: human PMI inhibitors, high substrate, primary screen, biochemical, fluorescence intensity, high mannose 6-phosphate (AID 1220). recombinant PMI enzyme, coupled fluorescence intensity; higher % means a stronger effect. inhibition, % at 20 µM; hits with a dose series show IC50 in µM. Mannose-6-phosphate isomerase (Homo sapiens). 0.66% of 190,000 active
human PMI inhibition: inhibitors of human PMI, primary screen, biochemical, fluorescence intensity, coupled assay (AID 1209); Mannose-6-phosphate isomerase (Homo sapiens); purified PMI enzyme, coupled fluorescence intensity; higher % means a stronger effect; inhibition, % at 20 µM; hits with a dose series show IC50 in µM; 0.42% of 190,000 active;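 note: plate controls were DMSO vehicle for no effect and wells lacking substrate for full effect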
Yfh1-off respiration: enhancers of respiration in Yfh1-depleted yeast, dose response, Friedreich's ataxia, plus single-dose screen (AID 1465); S. cerevisiae Yfh1-off respiration, WST-1 reduction, 72 h; higher fold induction means a stronger effect; one-dose fold induction at 50 µM; EC50 in µM for titrated hits; 0.074% of 220,000 active;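 active = fold induction of absorbance versus untreated yeast above a set limit, then at least 30% activation at any dose in follow-up; inconclusive = repeats straddling the limit, or above it without dose testing; inactive = fold induction below the set limit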;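 note: activators that raise dye reduction in frataxin-depleted yeast; strong numbers were not always called active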
XIAP antagonists: XIAP antagonists, biochemical, IAP family, fluorescence polarization (AID 1018); XIAP BIR domain, fluorescence polarization peptide displacement; higher % means a stronger effect; E3 ubiquitin-protein ligase XIAP (Homo sapiens); 0.007% of 200,000 active; one-dose displacement, % at 20 µM; IC50 in µM for titrated hits; in the data active = displacement above about 50%; note: a part of the inactive calls stands beside numbers as strong as those of hits
P. falciparum M17LAP: P. falciparum M17LAP inhibitors, primary screen, biochemical, fluorogenic H-Leu-NHMec substrate, 1536-well (AID 1619); Leucine aminopeptidase (Plasmodium falciparum (isolate 3D7)); recombinant M17LAP, H-Leu-NHMec fluorogenic kinetic assay; higher % means a stronger effect; one-dose inhibition, % at 30 µM; IC50 in µM for titrated hits; 0.38% of 220,000 active;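 active = compound inhibiting the enzyme by more than half at any dose during confirmatory dose-response retesting; inconclusive = strong single-dose inhibitors picked by rank but not retested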;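 note: plate controls were full reaction with DMSO carrier for no effect and no enzyme background for full effect; strong numbers were not always called active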
WT yeast gro inh mutant strain: further read-out of WT yeast gro inh, marked with its call; inhibition, %; mitochondrial fusion phenotypic screen, mutant strain inhibition
Starred values were filed as active, the others as inactive; i = inactive; ? = inconclusive; . = no result given. Cut-off read from the data, not from the text of the source, unless noted: active = inhibition above about 50%; inactive = the rest.

SMILES | LYP inhibition | WT yeast gro inh | WT yeast gro inh mutant strain | TNAP activators | P. falciparum M1AAP | PMI inhibition | human PMI inhibition | Yfh1-off respiration | XIAP antagonists | P. falciparum M17LAP
CCCCCC(=O)c1c(C)[nH]c(C(=O)OCC)c1C | -2% | 5 | -7 | 1.1 | 2% | -3% | 8% | i | -6.7% | 5%
CCN(CCCNC(=O)C1CCC(=O)N1C1CCCC1)c1cccc(C)c1 (stereo not given) | 0% | -12 | -8 | 1.1 | 3% | 10% | 10% | i | -4.2% | 1%
Cc1cc(-c2ccc(Cl)cc2Cl)c(C#N)c(=O)[nH]1 | -6% | . | . | . | 6% | . | . | i | . | 6%
O=S(=O)(/N=C(/Nc1ccccc1)C(F)(F)F)c1ccccc1 | -5% | -9 | -15 | 1.2 | 4% | -11% | -6% | i | -7.5% | -5%
O=C(Nc1cc(S(=O)(=O)N2CCCC2)ccc1OCC(F)(F)F)c1ccccc1F | -6% | 3 | -2 | 1.1 | 3% | 0% | 2% | i | -3.3% | 7%
Clc1ccc2oc(-c3cccnc3NCc3ccccc3)nc2c1 | -6% | 27 | 14 | 1.2 | 13% | 15% | 15% | i | -7.3% | -1%
Cc1ccccc1NC(=O)CN1C(=O)COc2ccc(Cl)cc21 | -5% | 8 | -1 | 1.2 | 0% | 0% | 0% | i | 0.7% | -5%
CC(C)C[C@H](NC(=O)c1nc[nH]c1C(=O)NC1CCN(C(=O)OC(C)(C)C)CC1)C(=O)OCc1ccccc1 | 16% | 45 | 12 | 1 | -10% | 21% | 20% | i | 0.2% | 2%
COC(=O)c1ccccc1NC(=S)N1CCC(N2CCCCC2)CC1 | -7% | -15 | 1 | 1.1 | -9% | 10% | 4% | i | -1.8% | -4%
C/C(=N\NC(=O)c1ccccc1)c1ccc(N2CCCCC2)cc1 | 9% | -17 | 0 | 1 | 10% | 13% | 7% | i | -4.7% | 25%
CCOc1ccc(CSC(=N)N)cc1[N+](=O)[O-] | -4% | 21 | 15 | 0.8 | 11% | 3% | 7% | . | -10% | 26%
O=[N+]([O-])c1ccccc1S(=O)(=O)NC1CCCC1 | -3% | 12 | 7 | 1.1 | -3% | -3% | 1% | i | -13% | -4%
COc1cc(-c2c(C#N)c(=O)[nH]c3c2c(C)nn3-c2ccccc2)ccc1O | -2% | 39 | 37 | 1.1 | 9% | 7% | -7% | i | -3.3% | 30%
COc1ccc(C(=O)C(/C=N/O)=N/Nc2ccc(F)cc2)cc1 | 4% | 20 | 25 | 0.9 | 4% | -9% | -18% | i | -6.5% | 4%
CC(=O)NCC(=O)OCC(=O)Nc1ccc(C(C)=O)cc1 | -7% | 9 | 16 | 1.1 | 13% | -9% | 3% | . | -5.8% | 9%
O=C(Nc1ccncc1)c1cncc(Br)c1 | -4% | 1 | -1 | 1.1 | -1% | 1% | 7% | i | -8.6% | -11%
Cc1noc(C(=O)Nc2c(C)nn(Cc3ccccc3)c2C)c1Cl | -7% | 9 | -3 | 1.3 | 5% | -3% | -6% | i | -1.4% | 7%
CC(C)OC(=O)CSc1nnc(CNc2ccc(Cl)cc2)n1Cc1ccccc1 | 2% | 10 | 3 | 1 | 6% | -6% | -6% | i | -7.2% | -5%
COCc1cc(C)nc(N/N=C/c2ccc(Cl)c(Cl)c2)c1C#N | -10% | 3 | 0 | 1.1 | 2% | -8% | -1% | i | -2.5% | -8%
COc1ccccc1OCCn1c(CO)nc2ccccc21 | -1% | 7 | 15 | 1.1 | 5% | 11% | 2% | i | 2.2% | 0%
COc1cc(NC(=S)NC(=O)CC(C)C)ccc1NC(=O)c1cc2ccccc2o1 | -2% | 1 | -8 | 1 | 5% | 3% | -8% | i | -16% | -7%
CCOc1ccccc1NC(=S)NCCCn1ccnc1 | -8% | -10 | -5 | 1 | -2% | 4% | 5% | i | -3.3% | -1%
C/C(Cn1nnc2ccccc21)=N\OC(=O)c1cc(F)c(F)cc1Cl | -6% | 5 | 7 | 1 | 0% | 7% | 10% | i | -1.9% | 0%
O=C(COC(=O)c1cc(-c2cccs2)nn1-c1ccccc1)Nc1ccc(F)c([N+](=O)[O-])c1 | -8% | 16 | 0 | 0.9 | 0% | -6% | 3% | i | -4.4% | -7%

In the list so far, 4 contain an aryl methoxy group:
SMILES | LYP inhibition | WT yeast gro inh | WT yeast gro inh mutant strain | TNAP activators | P. falciparum M1AAP | PMI inhibition | human PMI inhibition | Yfh1-off respiration | XIAP antagonists | P. falciparum M17LAP
COc1cc(-c2c(C#N)c(=O)[nH]c3c2c(C)nn3-c2ccccc2)ccc1O | -2% | 39 | 37 | 1.1 | 9% | 7% | -7% | i | -3.3% | 30%
COc1ccc(C(=O)C(/C=N/O)=N/Nc2ccc(F)cc2)cc1 | 4% | 20 | 25 | 0.9 | 4% | -9% | -18% | i | -6.5% | 4%
COc1ccccc1OCCn1c(CO)nc2ccccc21 | -1% | 7 | 15 | 1.1 | 5% | 11% | 2% | i | 2.2% | 0%
COc1cc(NC(=S)NC(=O)CC(C)C)ccc1NC(=O)c1cc2ccccc2o1 | -2% | 1 | -8 | 1 | 5% | 3% | -8% | i | -16% | -7%

(listing goes on)
SMILES | LYP inhibition | WT yeast gro inh | WT yeast gro inh mutant strain | TNAP activators | P. falciparum M1AAP | PMI inhibition | human PMI inhibition | Yfh1-off respiration | XIAP antagonists | P. falciparum M17LAP
CN1C(=O)c2ccccc2C(C(=O)O)C1c1cccc(Cl)c1 (stereo not given) | -4% | -9 | -12 | 1.1 | 2% | -11% | -13% | i | 2.7% | 12%
O=C(c1ccccc1)c1ccc(OCC(O)CN2CCN(S(=O)(=O)N3CCCCC3)CC2)cc1 (stereo not given) | -8% | 3 | 17 | 1 | 6% | 11% | 14% | i | -6.7% | 2%
O=C1CC(c2ccc(F)cc2)CC(O)=C1C=NCCN1CCNCC1 (stereo not given) | . | -7 | 0 | . | 2% | . | . | i | . | -1%
Cn1c(-c2ccc(Br)o2)nc2cc(Br)ccc21 | -6% | 1 | 18 | 1.1 | 0% | -5% | -6% | i | -5.2% | 12%
CCSc1ncc(Cl)c(C(=O)Nc2sc3c(c2C(=O)NCc2cccnc2)CCCC3)n1 | -4% | 0 | -10 | 1.1 | 4% | 11% | 10% | i | -2.9% | 3%
CCOC(=O)CCNC(=O)Nc1ccc2nc(C)n(Cc3ccccc3Cl)c(=O)c2c1 | -1% | -9 | -24 | 1.2 | 2% | 10% | 17% | i | -4.2% | 1%
Cc1cc(N2C(=O)C(=O)/C(=C(/O)c3ccccc3)C2c2cccs2)no1 (stereo not given) | -11% | 2 | 6 | 1.2 | 11% | -6% | -12% | i | -21% | 25%
COc1cc(NC(=O)c2cncc(-c3ccc(C#N)cc3)c2)cc(C(=O)Nc2cccc(C(F)(F)F)c2)c1 | -13% | . | . | . | 2% | . | . | i | . | 3%
COc1ccc(C2=NOC(C(=O)Nc3cccnc3)C2)cc1 (stereo not given) | -9% | -3 | 6 | 1 | -2% | 6% | 11% | i | -2.2% | 3%
COc1ccc2nc(/N=C(\N)NC(=O)Nc3ccccc3)nc(C)c2c1 | 4% | 47 | 46 | 1 | 13% | 10% | 9% | i | -5.4% | -21%
Cc1ccc(-c2n[nH]c(=O)c3ccccc23)cc1S(=O)(=O)NCCN1CCOCC1 | -5% | -30 | -8 | 1.1 | 0% | -10% | -13% | . | 0.5% | -2%
CCCNc1cc(C)oc(=O)c1C(=O)CCC | -8% | -5 | 1 | 1.1 | 9% | 4% | 4% | i | -6.6% | -3%
CC(C)[C@H](NC(=O)c1ccco1)C(=O)OCC(=O)Nc1cccc(F)c1 | -6% | -6 | -32 | 1 | 2% | -11% | -7% | i | -6.3% | -10%
C/C(=N/NC(=O)c1ccccc1O)c1ccc(N2C(=O)C3CCCCC3C2=O)cc1 (stereo not given) | -7% | 21 | 3 | 1.1 | 18% | 5% | 5% | i | -3.7% | 26%
N#CC1=C(Nc2ccc(Br)cc2)CCC1 | -1% | 3 | -4 | 1.1 | 2% | -4% | -2% | i | 1.4% | 1%
CCCCC(=O)Nc1cccc(-c2cn3ccsc3n2)c1 | -9% | 6 | 21 | 1.1 | 7% | 6% | 4% | i | -2.8% | 16%
Clc1ccc(Cc2noc(Cc3ccccc3)n2)cc1Cl | -1% | 36 | 34 | 1.1 | -1% | 5% | 4% | i | -1.4% | -2%
CCCOc1ccc(Cl)cc1CN1CCOCC1 | -3% | -3 | 0 | 1.1 | 12% | 19% | 20% | i | 0.2% | -5%
CCOC(=O)C1(Cc2ccccc2)CCCN(CCCn2cccn2)C1 (stereo not given) | -5% | 5 | 1 | 1.1 | 3% | -3% | -3% | i | -8.5% | 4%
Cc1cc(/C=C(/C#N)c2nc3ccccc3[nH]2)c(C)n1-c1cccc([N+](=O)[O-])c1 | 4% | 29 | 43 | 1 | 4% | -15% | 6% | i | -6.6% | -7%
CC(C)(C)c1cc(=O)n(-c2ccccc2)[nH]1 | -4% | -6 | 24 | 1 | 9% | . | 65%* | ? | -5.7% | 19%
O=C(NC1CC1)c1ccc(S(=O)(=O)NC2CCCCCC2)cc1 | -7% | -4 | -23 | 1.1 | 4% | -5% | -6% | i | 2.3% | -1%
Cc1cc(C(N)=O)nn1-c1c(Cl)cc(Cl)cc1Cl | -10% | . | . | . | 5% | . | . | i | . | 1%
CCN(CC)C(=O)CSc1ncnc2sc(C)c(C)c12 | 0% | 15 | 14 | 1.1 | 0% | -15% | -1% | i | -3.1% | 42%
Nc1nc(NCc2ccccc2)nc(-c2ccccc2)n1 | 2% | 21 | 32 | 1 | 2% | 19% | 16% | i | -2.2% | 1%
O=C(NNC(=O)C(Cl)Cl)c1cnn(-c2ccccc2)c1C(F)(F)F | -6% | . | . | . | -1% | . | . | i | . | -5%
CC(C(=O)c1c[nH]c(C(=O)N=CN(C)C)c1)c1ncc(C(F)(F)F)cc1Cl (stereo not given) | 1% | -4 | -8 | 1.1 | 1% | 5% | 7% | i | -5.6% | 1%

Whole records, looked up by structure.
O=C(NNC(=O)C(Cl)Cl)c1cnn(-c2ccccc2)c1C(F)(F)F is listed with LYP inhibition: -6%; WT yeast gro inh: .; WT yeast gro inh mutant strain: .; TNAP activators: .; P. falciparum M1AAP: -1%; PMI inhibition: .; human PMI inhibition: .; Yfh1-off respiration: i; XIAP antagonists: .; P. falciparum M17LAP: -5%
N#CC1=C(Nc2ccc(Br)cc2)CCC1 is listed with LYP inhibition: -1%; WT yeast gro inh: 3; WT yeast gro inh mutant strain: -4; TNAP activators: 1.1; P. falciparum M1AAP: 2%; PMI inhibition: -4%; human PMI inhibition: -2%; Yfh1-off respiration: i; XIAP antagonists: 1.4%; P. falciparum M17LAP: 1%
